# S1P4 ag: human S1P4 receptor agonism; O95977; S1P4-expressing cell line, agonist reporter assay; activation, % at 4.98 µM; 0.35% of 220,000 active; AID 1509; in the data active = activation above about 11%;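 also: 0% = DMSO vehicle and 100% = reference agonist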
# Target sequence (O95977 whole entry, looked up): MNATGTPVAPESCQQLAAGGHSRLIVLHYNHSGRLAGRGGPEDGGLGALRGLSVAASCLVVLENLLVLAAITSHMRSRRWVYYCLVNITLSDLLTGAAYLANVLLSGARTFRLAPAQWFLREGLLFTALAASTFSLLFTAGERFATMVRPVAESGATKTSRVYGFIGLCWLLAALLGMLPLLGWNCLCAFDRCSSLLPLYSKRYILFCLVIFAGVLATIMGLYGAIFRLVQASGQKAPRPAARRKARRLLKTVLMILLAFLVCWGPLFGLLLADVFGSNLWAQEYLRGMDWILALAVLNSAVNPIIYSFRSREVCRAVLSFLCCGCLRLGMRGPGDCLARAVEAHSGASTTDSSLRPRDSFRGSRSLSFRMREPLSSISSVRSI
# BaF3 parental: counter-screen for JAK2V617F inhibitors: parental Ba/F3 viability inhibitors. CellTiter-Glo ATP luminescence. inhibition, % at 5.6 µM. 1.1% of 220,000 active. AID 1486;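 active = inhibition above a per-campaign cutoff, the mean inhibition of all tested compounds plus 3 SD, cut at about 27% in these data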;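 also: 0% = DMSO wells and 100% = JAK Inhibitor I control wells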
# S1P4 antag: antagonists of human S1P4 receptor | S1P4-expressing cells, antagonist mode, reporter read-out | inhibition, % at 4.98 µM | 0.26% of 220,000 active | AID 1510; in the data active = inhibition above about 29%;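 also: 0% = wells stimulated with agonist and 100% = vehicle wells without agonist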
# Ba/F3 V617F tox: loss of viability in JAK2V617F-driven Ba/F3 cells; 1.1% of 220,000 active; AID 1446; inhibition, % at 5.6 µM; Ba/F3 EpoR-JAK2V617F viability, ATP luminescence;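 active = inhibition above the campaign mean plus 3 SD over all tested compounds, cut at about 24% in these data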;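 also: cytokine-independent growth of Ba/F3 cells driven by EpoR plus mutant JAK2; 0% = DMSO-treated cells and 100% = JAK inhibitor I control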
# PERK inhibitor: inhibitors of human PERK kinase. CHO PERK-DD fusion, SEAP luminescence translation reporter. Q9NZJ5. inhibition, % at 5.6 µM. 0.17% of 220,000 active;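 active = inhibition above the mean inhibition of all tested compounds plus 3 SD, set separately per screening campaign, cut at about 2.9% in these data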;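 also: PERK kinase domain activated by AP20187 dimerizer at 100 nM; 0% = DMSO with dimerizer and 100% = rapamycin at 8.4 µM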
# eIF4E 4G PPI: inhibitors of eIF4E and eIF4G interaction in translation initiation; P63073+Q04637; TR-FRET eIF4E-eIF4GI(517-606) binding, 2 h; inhibition, % at 21.7 µM; 0.37% of 220,000 active; AID 782;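 active = inhibition above about 30%, limit read from the data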;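 also: 0% = full FRET control wells and 100% = background wells lacking eIF4GI fragment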
# NPY-Y2 PAM-ag: human NPY-Y2 potentiation or agonism, primary screen. P49146. cells expressing NPY-Y2, potentiator/agonist read-out. activation, % at 3.6 µM. 0.45% of 220,000 active; in the data active = activation above about 27%;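 also: cells stimulated with NPY near EC25 plus isoproterenol at EC100; 0% = vehicle plus submaximal agonist and 100% = vehicle plus saturating agonist; some results beyond the cut were filed as inactive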
# Wee1 stabilizer: human Wee1 degradation inhibition, primary screen | P30291 | HeLa Luc-Wee1K328M stability, luciferase luminescence; 100% = proteasome inhibitor MG132 effect | reporter increase, % at 5 µM | 1.2% of 220,000 active;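 active = activation above the mean of all tested compounds plus 3 SD, set per screening run, cut at about 8.8% in these data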;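 also: cells exposed to compound for 20 h before luminescence read; 0% = DMSO alone and 100% = MG132 at 30 µM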
# Mdm2 ligase inh: blocks human Mdm2 ubiquitin ligase activity. AID 1230. Q00987. cell-based MDM2 ubiquitination luciferase reporter, 2 h; 0 = plate control, 100 = twice control, blank-subtracted. 0.11% of 210,000 active. signal enhancement, % at 5 µM;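 active = signal enhancement of 30% or more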;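 also: luminescence tracks abundance of the self-degrading MDM2-luciferase fusion protein; higher signal means inhibition of MDM2 E3 ligase activity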
# Target sequence (Q00987 whole entry, looked up, the tested form may be a part): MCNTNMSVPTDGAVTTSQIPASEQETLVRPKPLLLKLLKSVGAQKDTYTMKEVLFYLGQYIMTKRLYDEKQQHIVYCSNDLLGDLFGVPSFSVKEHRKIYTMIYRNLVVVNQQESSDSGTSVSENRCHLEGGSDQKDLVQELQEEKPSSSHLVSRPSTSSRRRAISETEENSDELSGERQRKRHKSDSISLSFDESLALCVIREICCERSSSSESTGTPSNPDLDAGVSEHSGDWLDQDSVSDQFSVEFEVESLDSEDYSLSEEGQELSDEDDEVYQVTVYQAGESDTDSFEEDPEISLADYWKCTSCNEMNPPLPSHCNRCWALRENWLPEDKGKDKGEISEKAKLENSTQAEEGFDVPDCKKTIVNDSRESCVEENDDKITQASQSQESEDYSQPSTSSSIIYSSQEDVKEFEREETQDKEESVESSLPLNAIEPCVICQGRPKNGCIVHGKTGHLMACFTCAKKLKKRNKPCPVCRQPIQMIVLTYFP
#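 Assay system: stable mammalian line carrying autodegrading MDM2–luciferase fusion reporter; amount: 2000 cells seeded into each well; buffer or medium: DMEM; benchmarks: plate control and blank wells; signal: luciferase luminescence; timing: 2 h compound exposure at 37 °C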
# An asterisk follows results filed as active; x = not tested or not shown; [ ] = another dose, or the depositor's remark.
SMILES,S1P4 ag,BaF3 parental,S1P4 antag,Ba/F3 V617F tox,PERK inhibitor,eIF4E 4G PPI,NPY-Y2 PAM-ag,Wee1 stabilizer,Mdm2 ligase inh
Cc1cc(S(=O)(=O)Nc2cccc(Cl)c2)c(C)s1,1.6,3,-14,-1,2.1,5,18,1,1
Cn1nc(C(=O)OCc2ccc(F)cc2)c2ccccc2c1=O,2.6,4,-13,-1,0.7,-3,-17,-2,-11
O=C(COC(=O)CCC(=O)c1cccs1)NCc1cccs1,-1.7,-2,0,-3,2.1,2,7,4,-13
CC(C)NC(=O)COC(=O)/C=C/c1ccco1,1.4,3,-38,1,1.3,21,-3,-1,2
COc1ccc(Cc2n[nH]c(=S)n(N)c2=O)cc1,1.6,5,5,3,1.0,-1,-15,2,-19
CCOC(=O)CC(=O)CSc1nc(-c2ccccc2)cc(-c2ccccc2)c1C#N,-0.5,7,-6,-4,0.6,15,-10,0,1
COc1ccc(Nc2nc(NCCCN3CCOCC3)nc(N)c2[N+](=O)[O-])cc1,-1.4,0,-20,5,-2.0,1,3,4,-85
COc1ccc(N2C(=O)C3CCCN3C2c2cccc(OC)c2)cc1 (centres undefined),-0.3,7,-19,-2,0.0,-7,-2,1,-22
O=C(NC1CCCCC1)C(c1ccc(F)cc1)N(CCN1CCOCC1)C(=O)c1ccc(-c2ccccc2)[nH]1 (centres undefined),2.0,6,-3,-1,0.8,-5,7,3,-11
O=C(N/N=C/c1ccc(OCC(=O)N2CCOCC2)cc1)c1ccccc1Cl,1.2,13,-1,1,1.3,0,13,-2,-15
Cc1c(NC(=O)Nc2c(Cl)cccc2Cl)c(=O)n(-c2ccccc2)n1C,0.5,-1,-2,0,-0.9,-3,-11,0,-5
CCOc1ccc(C(CC(=O)O)NS(=O)(=O)c2ccc(C)cc2)cc1OC (centres undefined),1.4,5,-5,0,1.7,7,-3,1,-1
C/C(=N/NC(=O)CSCc1ccc(Cl)cc1)c1cccc(NC(=O)c2ccccc2)c1,-1.4,3,-11,2,0.6,5,-4,0,3
O=C(c1ccc(Cl)c(Cl)c1)N1CCOCC1,-0.2,0,-3,-2,0.5,-1,-8,-3,-8
CCOC(=O)C1=C(C)N(CCO)C(=O)NC1c1ccccc1 (centres undefined),-0.4,6,-7,-1,0.6,3[fluorescence artefact?],5,-2,-12
COc1ccc2c(c1)CC(C1(O)C(=O)N(C)c3ccccc31)C2=O (centres undefined),-1.0,5,-13,-2,1.6,10[fluorescence artefact?],14,0,-10
COc1ccc(S(=O)(=O)Nc2ccc3c(c2)COC3=O)cc1OC,1.6,2,-9,-3,0.1,-4,11,-2,-6
NC(=O)N/N=C/c1cccc(C(F)(F)F)c1,1.5,1,7,5,0.4,3,-18,1,6
O=C(Nc1ccccc1)c1cc(-n2cnnc2)ccc1Cl,-0.7,3,6,3,0.1,-1,-6,0,-10
Cc1cccc(NC(=O)CC(C)(C)C)c1,0.8,-1,-9,-6,0.6,-5,-3,-1,6
CCCn1nc(NC(=O)c2cccs2)c2cc3cc(OC)ccc3nc21,5.6,5,-3,3,-1.9,-7[fluorescence artefact?],25,0,-5
CNC(=O)OC(C)CNS(=O)(=O)c1ccc(C)cc1 (centres undefined),-3.7,-1,-8,-4,1.2,3,-2,-3,-8
O=C(COc1ccccc1)Nc1ccc(S(=O)(=O)NCc2ccco2)cc1,0.7,7,-9,4,0.3,12,12,2,x
CCC(Sc1nc2c(c(=O)n1CC)SC(C)C2)C(=O)OC (centres undefined),-0.1,-1,-11,1,-1.1,3,5,-1,-16
Fc1ccccc1NC(=S)N1CCCCC1,0.3,1,-14,1,0.7,8[fluorescence artefact?],-9,-1,16
O=C(c1ccc(C(=O)N2CCCCCC2)cc1)N1CCCCCC1,2.3,3,-2,0,-0.6,-1,-1,-1,x
CC(OC(=O)c1ccccc1Nc1ccc(SC(F)F)cc1)C(N)=O (centres undefined),-1.1,12,7,5,-0.4,-5,-3,-2,-17
CCOCC(=O)Nc1cc(C(=O)NCCC(C)C)ccc1Cl,-0.1,8,-15,-1,1.1,1,-18,-1,10
O=C(CN1C(=O)S/C(=C\C=C\c2ccccc2)C1=O)Nc1ccc(C(=O)O)cc1,1.1,6,-6,4,0.0,15,4,4,-14
COc1ccc(-c2csc(Nc3ccc(C)cn3)n2)cc1OC,0.3,9,0,4,0.0,-2,-2,-3,-11

# Already shown: an excerpt of the list.
SMILES,S1P4 ag,BaF3 parental,S1P4 antag,Ba/F3 V617F tox,PERK inhibitor,eIF4E 4G PPI,NPY-Y2 PAM-ag,Wee1 stabilizer,Mdm2 ligase inh
CC(OC(=O)c1ccccc1Nc1ccc(SC(F)F)cc1)C(N)=O (centres undefined),-1.1,12,7,5,-0.4,-5,-3,-2,-17
CCOCC(=O)Nc1cc(C(=O)NCCC(C)C)ccc1Cl,-0.1,8,-15,-1,1.1,1,-18,-1,10
O=C(CN1C(=O)S/C(=C\C=C\c2ccccc2)C1=O)Nc1ccc(C(=O)O)cc1,1.1,6,-6,4,0.0,15,4,4,-14
COc1ccc(-c2csc(Nc3ccc(C)cn3)n2)cc1OC,0.3,9,0,4,0.0,-2,-2,-3,-11

# Carrying on.
SMILES,S1P4 ag,BaF3 parental,S1P4 antag,Ba/F3 V617F tox,PERK inhibitor,eIF4E 4G PPI,NPY-Y2 PAM-ag,Wee1 stabilizer,Mdm2 ligase inh
S=c1[nH]nc(Cc2sc(-c3ccccc3)nc2-c2ccccc2)o1,2.6,7,-4,1,-1.4,0,-12,-1,-10
CC(=O)Nc1ccc(NC(=O)CN(C)CC(=O)Nc2ccccc2Br)cc1,-1.8,1,0,-2,0.2,2,7,-2,-3
CCN1CCc2c(C#N)c(NCc3ccccc3)nc(NCCO)c2C1,5.2,4,-5,0,-0.8,x,-4,-1,-5
COC(=O)c1cc(-c2ccc(NC(C)=O)cc2)nc2ccccc12,-0.4,4,2,2,0.1,-3,6,3,-8
CC(Sc1nnnn1C1CCCCC1)C(=O)O (centres undefined),0.6,1,-26,-1,0.5,-3,-3,-2,-9
CCOC(=O)c1ccc(N2CCCCC2)c(NS(=O)(=O)c2ccc(C)cc2)c1,0.5,-1,13,2,0.8,3,-25,-2,0
O=S(=O)(CCN(CCS(=O)(=O)C(F)(F)F)CC1CCCO1)C(F)(F)F (centres undefined),1.7,1,5,-1,1.4,0,9,3,-22
CC(=O)Oc1ccc(C(=O)Cc2ccccn2)c(O)c1,1.6,6,-11,1,1.1,-5,5,2,-21
Cn1cc(C(=O)Nc2ccc3c(c2)CCC3)cn1,0.7,6,-6,-1,1.2,9,1,0,7
N#CC1=C(N)N(c2ccccc2)C2=C(C(=O)CCC2)C1c1ccccc1 (centres undefined),0.2,3,4,-6,0.0,0,11,-1,-6
Cc1cc(C)n(CC2CC(=O)N(c3ccc(C)c(Cl)c3)C2=O)n1 (centres undefined),-0.5,10,-16,5,-0.6,6,-5,-4,-15
COc1cc2c(=O)n(CCCN3CCOCC3)c(=S)[nH]c2c(OC)c1OC,0.4,4,7,2,0.4,12[fluorescence artefact?],4,0,6
CCOc1ccc(S(=O)(=O)N(CC(=O)O)c2ccccc2)cc1,0.5,2,-3,7,-0.3,-7[fluorescence artefact?],-27,0,7
O=C1C(=O)N(CCO)C(c2ccccc2)/C1=C(\O)c1ccccc1 (centres undefined),-0.3,4,-31,-2,1.4,4,13,1,-19
CC(C)CCNC(=O)c1cnn2c(C(F)(F)F)cc(-c3ccco3)nc12,-2.8,5,0,0,-0.8,15[fluorescence artefact?],9,-2,25
Cc1cc(C)c(C)c(S(=O)(=O)N2CCCCC2C(=O)O)c1C (centres undefined),3.0,8,3,2,-0.4,1,2,3,-16
Cn1c(=O)c2c(ncn2CC(=O)N2CCCCCC2)n(C)c1=O,-1.0,-4,-6,1,1.4,-9,-10,-1,x
COc1ccc(-c2c3c(nc4sc5c(=O)[nH]c(C)nc5c24)CCC3)cc1,-2.9,2,2,-2,0.0,-1,0,-1,-9
CC(C)(C#N)c1cc(Cn2cncn2)cc(C(C)(C)C#N)c1,1.2,-1,-1,-4,1.2,4,11,7,x
CCOc1ccc(/C(O)=C2/C(=O)C(=O)N(c3ncccn3)C2c2ccc(C)cc2)cc1 (centres undefined),1.3,1,1,-3,1.2,-2,-21,0,3
COc1cc(NCCC(=O)c2cccs2)c(OC)cc1Cl,1.2,6,-26,3,-0.3,8,-3,-3,-7
CC1(C)CC(=O)C=C(NCc2cccnc2)C1,-0.4,2,-7,-2,1.7,8,9,9.3*,-8
COC(=O)[C@H](Cc1ccccc1)NC(=O)N1CCC(C)CC1,0.7,7,0,3,-1.0,-9[fluorescence artefact?],2,-1,0
O=C(Nc1ccc2c(c1)OCO2)c1noc2c1CCCCC2,0.6,4,-18,-2,-0.8,-6,12,10*,-8
O=C(CC(=O)N/N=C\c1ccc([N+](=O)[O-])cc1)NCCc1ccccc1,-0.2,3,-8,-1,0.5,-1,-16,4,-25
O=C1CC(/C=C/c2ccccn2)=Nc2ccccc2N1,-1.5,4,2,-1,0.2,0,-3,-2,-20
CCOC(=O)c1cnc2c(C)c(Cl)ccc2c1Nc1ccc(S(=O)(=O)Nc2ncccn2)cc1,7.1,1,-7,-5,0.5,1,10,2,-9
CCOc1cc(C2NC(=O)NC(O)(C(F)(F)F)C2C(=O)c2ccccc2)ccc1OC (centres undefined),-1.4,2,-18,-1,1.1,2,5,1,-20
COc1ccc(NC(=O)c2c(NC(=O)CNCc3ccco3)sc3c2CCC3)c(OC)c1,1.6,1,-55,-6,0.0,0,0,3,-21
COc1ccc(N2C(=O)[C@@H]3[C@H](C2=O)[C@H]2c4ccccc4C=CN2[C@@H]3C(C)=O)cc1,0.3,1,9,-2,0.9,2,16,-1,1
O=C(c1ccc(Cl)cc1)c1nnc(-c2ccncc2)o1,-0.1,0,-7,-3,1.7,-12[fluorescence artefact?],7,1,-7
COc1ccc(OC)c(NC(=O)COC(=O)Cc2ccc(-c3ccccc3)cc2)c1,-0.5,7,-20,2,0.4,3,-36,0,-8
NC(=O)COC(=O)Cc1coc2cc3c(cc12)CCC3,0.2,3,-16,-4,0.7,-4,-11,7,-7
CCCCC(=O)Nc1cccc(NC(=O)c2ccc(Br)o2)c1,0.5,5,12,-4,-1.4,3,-17,4,-19
CC(=O)Nc1c(O)nc(SCC(=O)Nc2nnc(SCc3ccccc3)s2)[nH]c1=O,0.3,2,-2,2,1.4,0,-13,0,-1
CCCCn1nnnc1SCC(=O)c1cc(Cl)ccc1OC,-1.0,11,13,8,-1.2,1,-14,0,-40
CC(=O)OC(C(=O)N1CCN(c2ccc(F)cc2)CC1)c1ccccc1 (centres undefined),1.0,4,-34,1,-0.2,-2,-1,-3,6
CCOC(=O)C1CCCN(c2cc(C)nc3cc(-c4ccc(F)cc4)nn23)C1 (centres undefined),2.4,1,-3,3,-1.2,-3[fluorescence artefact?],-9,5,-3
Cn1cc(C(=O)C(=O)N2CCN(c3ccccc3)CC2)c2ccccc21,-0.3,0,14,-2,0.9,4,-9,0,-6
CN1/C(=C\C(=O)COC(=O)CNC(=O)c2ccccc2F)C(C)(C)c2ccccc21,0.9,8,-4,15,0.1,1,-8,23*,3
COc1ccc(C2C(C(=O)Nc3cccc(C)n3)CCC(=O)N2c2ccc(OC)cc2)cc1 (centres undefined),1.3,7,0,-1,-1.1,x,17,-2,-7
CSc1nc2ccc(S(=O)(=O)Nc3c(C)n(C)n(-c4ccccc4)c3=O)cc2s1,2.1,1,-22,2,0.6,-3[fluorescence artefact?],-6,-2,-6
